KDM5B inh – KDM5B demethylase inhibition; KDM5B demethylase, FDH-coupled NADH fluorescence (FDH is formaldehyde dehydrogenase); Q9UGL1; Potency, µM (highest dose often 57.7 µM), without a hit: at the top dose activity change, negative = inhibition, hits mostly inhibitors; 220,000 tested, 2.6% active; active = well fitted inhibition curve with a large enough effect; inconclusive = small, poorly fitted or top-dose-only effect; inactive = no such curve, though single readings can be large or run the other way; note: 0% is about no effect; nearly all actives have a fitted effect of over 70% in size
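Here, H3K4me3 peptide (12.5 µM in substrate mix) is demethylated by KDM5BΔAP, 200 nM final, after 10 min compound exposure. Formaldehyde product is coupled through FDH (0.25 U/mL in mix) to NADH fluorescence; 30-min ΔRFU feeds dose-response curves.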
Starred values were filed as active, the others as inactive; u = inconclusive; & = joins results of further samples; [ ] = another dose, or the depositor's remark. Potency is the fitted concentration of half-maximal effect.

KDM5B inh	compound
32µM*	COc1ccccc1N1CCCc2ncc(C(=O)NCc3cccc(Cl)c3)cc21
3%	CCCOc1ccccc1C(=O)Nc1cccc(-c2nc3ccccc3o2)c1
u	COc1cccc(C(=O)N(Cc2ccco2)c2c(N)n(Cc3ccccc3)c(=O)[nH]c2=O)c1
-18%	O=C(CCCNC(=O)c1ccc(Cl)cc1)NCc1cccc(C(F)(F)F)c1
16%	Cc1ccc(C(=O)NC2(C(F)(F)F)C(=O)Nc3c2c(=O)[nH]c(=O)n3Cc2ccco2)cc1 (stereo unspecified)
0%	CC(=O)c1ccc(C(=O)O)s1
-19%	CN(C)c1cccc(C(=O)N2CCNc3cnc(Nc4ccc(N5CCOCC5)cc4)nc3C2)c1
12%	CCOc1ccc(NC(=O)C2CCCN2C(=O)Oc2ccccc2)cc1 (stereo unspecified)
-14%	CC(=O)Nc1ncc2c(n1)CC(c1ccc(C(C)(C)C)cc1)CC2=O (stereo unspecified)
12%	COC[C@@H]1CN(C(=O)Cc2ccccc2C)C[C@H]1c1nc(C2CC2)no1
u	O=C(c1ccoc1)N1CCN(c2cc(-c3cccs3)[nH]n2)CC1
16%	Cc1ncc(C(=O)N2CCOCC2CC(=O)N2CCCC2)c(-c2ccccc2)n1 (stereo unspecified)
1%	Cn1c(=O)c2c(nc(Oc3ccccc3)n2Cc2c(Cl)cccc2Cl)n(C)c1=O
-22%	CCCS(=O)(=O)N1CCC(Oc2ccc(-c3noc(C(C)C)n3)cc2)C1 (stereo unspecified)
-4%	CC(C)C1CN(S(=O)(=O)C2CC2)CCC(=O)N1Cc1ccc(F)cc1 (stereo unspecified)
13%&-4%	CCOc1ccc(C(=O)N2CCC(c3nc4ccccc4o3)CC2)cc1
7%	COC1C(=O)N(c2cccc(F)c2)C12CCN(C(=O)c1cn(C)cn1)CC2 (stereo unspecified)
4%	CSc1cccc(NC(=O)c2ccc(C)c(F)c2)c1
-26%	CNC(=O)[C@H]1C[C@H](Oc2ccccc2)CN1S(=O)(=O)c1cn(C)cn1
-5%	COC(=O)c1cc(NCC(=O)N2CCNC2=O)ccc1Cl
41%[activator]	CCCc1cnc(NCCNCC(O)COc2ccc(Cl)c(Cl)c2)nc1 (stereo unspecified)
25µM*	Cc1ccc(CNC(=O)c2c(C)noc2-c2ccc3c(c2)OCO3)o1
-1%	O=C(NC(=S)Nc1cccc(Cl)c1)c1cncc(Br)c1
u	COc1ccc(S(=O)(=O)n2nc(-c3ccco3)nc2NCc2ccc(N(C)C)cc2)cc1
0%	CCn1nc(C)c(/C=N/NC(=O)Cn2nnnc2N)c1C
23%	CC(C)(C)c1ccc(N=C2SCC(=O)N2Cc2cccs2)cc1
-18%	CN(C)C(=O)c1cccnc1OC1CCN(C(=O)Cc2ccc(Cl)cc2)C1 (stereo unspecified)
-6%	COc1ccc(CN2CCC(C3CCNC3)CC2)c(OC)c1 (stereo unspecified)
33%	Cc1ccc(N(C)S(=O)(=O)c2c(-c3ccccc3)csc2C(=O)NCc2cccnc2)cc1C
-12%	CC(=O)Nc1ccc(C2(C(=O)O)CCC2)cc1
77%[activator]	COc1cc(OC)c2c(C)c(CC(=O)NCCc3cccc(F)c3)c(=O)oc2c1
-8%	COC(=O)C1=C(C)N=C2SC=C(CC(=O)NC3CC3)N2C1c1ccc(C(C)C)cc1 (stereo unspecified)
u	Clc1cccc(-n2ncc3c(NC4CCCCC4)ncnc32)c1
u	COc1ccc(CC(=O)N[C@@H]2CN(c3ccccn3)C[C@H]2CN(C)C)cc1OC
9%	Cc1ccc(C)c(NC(=O)Cn2c(=O)c(-c3noc(C)n3)c3n(c2=O)CCCCC3)c1
7%	COc1ccc(NS(=O)(=O)c2ccc3c(c2)OCCCO3)cn1
-8%	CN(Cc1cc(-c2ccncc2)no1)C(=O)CCc1cc2n(n1)CCCNC2
-6%[86.2 µM]	CC(=O)N1CCN(C(=O)c2cccnc2)C[C@H]1C(=O)N[C@@H](CC1CCCCC1)C(N)=O
21%	Cc1ccc(SCc2cn3ccccc3n2)cc1
-59%	COc1ccc(-c2cn(-c3ccc(C)cc3)c(S(=O)(=O)CC(=O)Nc3ccccc3)n2)cc1

The final 7 entries of the part before come first, to join the parts:
KDM5B inh	compound
u	COc1ccc(CC(=O)N[C@@H]2CN(c3ccccn3)C[C@H]2CN(C)C)cc1OC
9%	Cc1ccc(C)c(NC(=O)Cn2c(=O)c(-c3noc(C)n3)c3n(c2=O)CCCCC3)c1
7%	COc1ccc(NS(=O)(=O)c2ccc3c(c2)OCCCO3)cn1
-8%	CN(Cc1cc(-c2ccncc2)no1)C(=O)CCc1cc2n(n1)CCCNC2
-6%[86.2 µM]	CC(=O)N1CCN(C(=O)c2cccnc2)C[C@H]1C(=O)N[C@@H](CC1CCCCC1)C(N)=O
21%	Cc1ccc(SCc2cn3ccccc3n2)cc1
-59%	COc1ccc(-c2cn(-c3ccc(C)cc3)c(S(=O)(=O)CC(=O)Nc3ccccc3)n2)cc1
u	CC1(C)CC(=O)C2=C(C1)C(c1ccco1)Nc1ccc3ccccc3c12 (stereo unspecified)
u	Cc1cccnc1CNC[C@H]1O[C@@H]2C[C@@H](CC(=O)NC(C)C)O[C@@H]2[C@@H]1O
-25%	COc1ccccc1C(=O)NC(=O)Nc1ccc(-c2cc(C(F)(F)F)nn2-c2ccccc2)cc1
-21%	CC1=Nc2cc(C(=O)NC3CCCC3)ccc2Sc2ccc(C)cc21
-1%	Cc1noc(C)c1NC(=O)NCCN1CCN(Cc2ccccc2)CC1
u	Cc1ccc(-c2nc3ccccc3[nH]2)cc1NC(=O)COc1cccc(C)c1C
u	Cc1ccccc1Nc1c(-c2ccccc2)nc2cccc(C)n12
15%	COc1cc2c(cc1NC(=O)CSc1nc3ccccc3o1)oc1ccccc12
6%	COc1cc(C(=O)Nc2ccc3nc4n(c(=O)c3c2)CCCCC4)cc(OC)c1OC
-18%	CCOc1ccc(NC(=O)Cn2cc(C(=O)c3ccc(OCC)cc3)c(=O)c3cc4c(cc32)OCCO4)cc1
-2%	COc1cccc2cc(-c3nnc(Nc4ccccc4C)s3)c(=O)oc12
-6%	Cc1ccc(Cn2c(CNC(=O)Cc3cccc([N+](=O)[O-])c3)nc3cccnc32)cc1
12%	CC(C)(O)C#Cc1ccc(C(=O)NC(CSCc2ccccc2)C(=O)O)cc1 (stereo unspecified)
-30%	CC(=O)c1ccc(N2CCN(C(=O)C3CCN(S(=O)(=O)c4cn(C)cn4)CC3)CC2)cc1
10%	O=C(COc1ccccc1F)Nc1ccc(O)c(-c2nc3ccccc3o2)c1
-7%	Cc1ccc(S(=O)(=O)n2nccc2-c2c(-c3ccc(Cl)cc3)noc2C)cc1
-4%	Cc1cc(N2CCC(c3[nH]ncc3Cc3ccccc3)CC2)nc(N)n1
15%	O=C(NCc1ccccn1)c1ccc(C(F)(F)F)cc1
-19%	COC(=O)c1c(Cl)c(C)nc2c1c(C)nn2C
-1%	CCOC(=O)c1ccc(Oc2c(C(F)(F)F)oc3cc(O)ccc3c2=O)cc1
-13%	Cc1ccc(NC(=O)CN2C(=O)c3ccccc3Sc3ccc(C(=O)N4CCOCC4)cc32)cc1C
-12%	O=C(CCc1ncc(-c2ccc(F)cc2F)o1)N1CCc2ccccc21
7%	COc1ccc(CC(=O)Nc2ccc(S(=O)(=O)N3CCCCC3)cc2)cc1OC
-8%	Cc1ccc(-c2nc(Cn3cc(C(F)(F)F)ccc3=O)co2)c(C)c1
u	COc1ccccc1C(CNC(=O)c1ccc(NS(=O)(=O)c2ccc(F)c(C)c2)cc1)N(C)C (stereo unspecified)
15%	Cc1cc(C(=O)NC(C)(C)c2ccc3c(c2)OCO3)on1
u	Cc1ccc(-c2csc(N3C(=N)SCC3=O)n2)cc1
-11%	O=C(O)/C=C\c1cc2c(cc1[N+](=O)[O-])OCO2
-13%	O=c1cc(COc2ccccc2Cl)nc2scc(-c3ccccc3)n12
-36%	O=C(Cn1c(=O)n(-c2ccccc2)c(=O)c2c3c(sc21)CCC3)c1ccc(F)cc1
40%[activator]	O=C([C@@H]1CNC[C@H](C(=O)N2CCN(c3nccs3)CC2)C1)N1CCCC1
-12%[115 µM]	COC(=O)[C@@H]1Cc2ncn(C)c2CN1C(=O)C(C)(C)C
u	COc1ccc2[nH]c3c(c2c1)CCN(C)C31CCN(C(=O)CC(C)C)CC1
16%	COc1ccc(C(=O)C(C)OC(=O)c2ccc3ccccc3n2)cc1 (stereo unspecified)
-23%	NNC(=S)Nc1ccc(Br)cc1
u	COc1ccccc1OC(C)C(=O)Nc1ccc(-c2nc3ccccc3s2)cc1 (stereo unspecified)
-19%	COc1ccc(C(=O)N2CCN(c3cc(-c4ccc(Cl)cc4)[nH]n3)CC2)cc1OC
2%	C[C@]1(CO)[C@H]2Cc3sc(NC(=O)c4c(F)cccc4F)nc3[C@@H](CC(=O)NC3CC3)[C@]2(C)CC[C@H]1O
u	O=c1c2oc3ccccc3c2n(Cc2cccc(Cl)c2)c(=O)n1Cc1ccco1
u	Cc1nc(SCC(=O)c2ccc(F)cc2)n[nH]1
u	O=C(NNC(=S)NC(=O)C(c1ccccc1)c1ccccc1)c1ccc(NC(=O)c2ccccc2)cc1
u	CC(C)C(=O)N1Cc2ccccc2CC2(CCCN2CC2CCOCC2)C1 (stereo unspecified)
-18%	CCOc1ccc(-c2nn(CC(=O)NC3CCCC3)c3c2cnc2ccc(C)cc23)cc1
-20%[86.2 µM]	COC[C@H]1CCCN1Cc1nc(C2(O)CCN(C3CCC3)CC2)cs1
u	COc1ccc(CC(=O)N2CC[C@@H](CC(=O)O)[C@@H](CCN(CCN3CCOCC3)c3ccccc3)C2)cc1
15%	Cc1cccc(-c2noc(-c3ccc(I)cc3)n2)c1
4%	O=C(Cn1nc(-c2ccc(F)cc2)c2ccccc2c1=O)N1CCOCC1
8%	COc1ccc(CCNS(=O)(=O)c2cnc(Cl)c(Br)c2)cc1OC
-5%	CC(C)(C)c1ccc(-c2nnc3sc(-c4ccc5c(c4)OCO5)nn23)cc1
u	OCC1(CCCc2ccccc2)CCN(Cc2ccc(-n3cccn3)cc2)CC1
3%	CCc1ccc(C(=O)NCCOC)o1
9%	O=C(CSc1nnc2ccc(-c3cccnc3)nn12)NC1CCCCC1
6%	S=C(NC1CCCCC1)N1CCCCC1
11%	COc1ccc(N2C(=O)C3(CCCCC3)C2C(=O)NCCCN2CCCCC2)cc1 (stereo unspecified)
27%	CC#CCN(Cc1ccco1)C(=O)C1CCC(=O)N(Cc2ccccc2F)C1 (stereo unspecified)
-8%	CCc1ccc(/C=C(/C#N)C(=O)c2c(C)[nH]c3ccccc23)cc1
10µM*	Cc1ccc(NC(=O)c2cc3c(N(C)Cc4ccccc4)nc(C)cn3n2)c(F)c1
-10%	CCCCSc1nnc2c(n1)OC(C)N(C(C)=O)c1ccccc1-2 (stereo unspecified)
14%	COc1cc(CNC(=O)CCCc2cccs2)ccc1OCc1cccnc1
16µM*	CC(C)c1noc(-c2cccn3c(CNC(=O)CCC4CCCC4)nnc23)n1

Reprinted from the part before: six compounds, then new ones.
KDM5B inh	compound
27%	CC#CCN(Cc1ccco1)C(=O)C1CCC(=O)N(Cc2ccccc2F)C1 (stereo unspecified)
-8%	CCc1ccc(/C=C(/C#N)C(=O)c2c(C)[nH]c3ccccc23)cc1
10µM*	Cc1ccc(NC(=O)c2cc3c(N(C)Cc4ccccc4)nc(C)cn3n2)c(F)c1
-10%	CCCCSc1nnc2c(n1)OC(C)N(C(C)=O)c1ccccc1-2 (stereo unspecified)
14%	COc1cc(CNC(=O)CCCc2cccs2)ccc1OCc1cccnc1
16µM*	CC(C)c1noc(-c2cccn3c(CNC(=O)CCC4CCCC4)nnc23)n1
u	C[S+](=O)([O-])N1CCN([S+](=O)([O-])c2ccc(Cl)nc2)C(=O)C1
-2%	Cc1c(C(=O)O)sc2ccccc12
20%	CCOc1ccccc1C1NC(=O)N(CC(=O)Nc2cccc(C)c2)C2=C1C(=O)OC2 (stereo unspecified)
16µM*	Cc1ccc2oc(C(=O)N[C@H]3COC[C@H]3Cc3cc(C)no3)c(C)c2c1
u	CN1CC(=O)N(C2CCCNCC2)Cc2c(NCc3ccc4c(c3)OCO4)ncnc21 (stereo unspecified)
-9%	COc1ccc(C(CCNCc2ccc(OC)c(OC)c2)c2ccc(F)cc2)cc1 (stereo unspecified)
u	COc1ccc(-c2cc(N3CCCC(NC(=O)Cc4cccs4)C3)n[nH]2)cc1 (stereo unspecified)
-28%	O=C(Nc1ccc2ncnc(N3CCCCC3)c2c1)c1cccc(Cl)c1
-11%	Cc1ccc(NC(=O)c2sc(-n3nc(C)c(Cc4ccc(Cl)cc4)c3C)nc2C)cc1
15%	O=C1CC(c2ccccc2)N(S(=O)(=O)c2cccc(F)c2)CCCCCN1 (stereo unspecified)
14%	NC(=O)COn1c(SCC(N)=O)nc2ccccc2c1=O
u	O=C(O)Cn1cc(/C=N/Nc2ccc([N+](=O)[O-])cn2)c2ccccc21
-22%	Cc1c(Cl)cccc1NC(=O)CSc1nc(=O)n(Cc2cccnc2)c2c1CCC2
28µM*	COc1ccc(Cl)cc1-c1ccc2c(c1)C(=O)N1CCN(C(=O)c3cccs3)C[C@@H]1C(=O)N2
-18%	CC(=O)c1cccc(NC(=O)Cc2ccc(NC(=O)N3CCCCc4ccccc43)cc2)c1
-15%	COc1ccc(N2C(=O)CSC2c2ccc(F)c(F)c2)cc1 (stereo unspecified)
u	O=C(CN1C(=O)CNC1=O)N1CCN(Cc2ccccc2)CC(O)C1 (stereo unspecified)
0%	CCCCCn1c(=N)c(S(=O)(=O)c2ccccc2)cc2c(=O)n3cccc(C)c3nc21

Only part of the results is shown (hit frequency here may not be typical).
